TcdB GH inh – blocks C. difficile toxin B glycohydrolase activity; inhibition, % at 9.99 µM; TcdB glycohydrolase enzymatic assay, plate reader; AID 652162; 350,000 tested, 0.24% active; P18177; in the data active = inhibition above about 10%
Target sequence (P18177 whole entry, looked up): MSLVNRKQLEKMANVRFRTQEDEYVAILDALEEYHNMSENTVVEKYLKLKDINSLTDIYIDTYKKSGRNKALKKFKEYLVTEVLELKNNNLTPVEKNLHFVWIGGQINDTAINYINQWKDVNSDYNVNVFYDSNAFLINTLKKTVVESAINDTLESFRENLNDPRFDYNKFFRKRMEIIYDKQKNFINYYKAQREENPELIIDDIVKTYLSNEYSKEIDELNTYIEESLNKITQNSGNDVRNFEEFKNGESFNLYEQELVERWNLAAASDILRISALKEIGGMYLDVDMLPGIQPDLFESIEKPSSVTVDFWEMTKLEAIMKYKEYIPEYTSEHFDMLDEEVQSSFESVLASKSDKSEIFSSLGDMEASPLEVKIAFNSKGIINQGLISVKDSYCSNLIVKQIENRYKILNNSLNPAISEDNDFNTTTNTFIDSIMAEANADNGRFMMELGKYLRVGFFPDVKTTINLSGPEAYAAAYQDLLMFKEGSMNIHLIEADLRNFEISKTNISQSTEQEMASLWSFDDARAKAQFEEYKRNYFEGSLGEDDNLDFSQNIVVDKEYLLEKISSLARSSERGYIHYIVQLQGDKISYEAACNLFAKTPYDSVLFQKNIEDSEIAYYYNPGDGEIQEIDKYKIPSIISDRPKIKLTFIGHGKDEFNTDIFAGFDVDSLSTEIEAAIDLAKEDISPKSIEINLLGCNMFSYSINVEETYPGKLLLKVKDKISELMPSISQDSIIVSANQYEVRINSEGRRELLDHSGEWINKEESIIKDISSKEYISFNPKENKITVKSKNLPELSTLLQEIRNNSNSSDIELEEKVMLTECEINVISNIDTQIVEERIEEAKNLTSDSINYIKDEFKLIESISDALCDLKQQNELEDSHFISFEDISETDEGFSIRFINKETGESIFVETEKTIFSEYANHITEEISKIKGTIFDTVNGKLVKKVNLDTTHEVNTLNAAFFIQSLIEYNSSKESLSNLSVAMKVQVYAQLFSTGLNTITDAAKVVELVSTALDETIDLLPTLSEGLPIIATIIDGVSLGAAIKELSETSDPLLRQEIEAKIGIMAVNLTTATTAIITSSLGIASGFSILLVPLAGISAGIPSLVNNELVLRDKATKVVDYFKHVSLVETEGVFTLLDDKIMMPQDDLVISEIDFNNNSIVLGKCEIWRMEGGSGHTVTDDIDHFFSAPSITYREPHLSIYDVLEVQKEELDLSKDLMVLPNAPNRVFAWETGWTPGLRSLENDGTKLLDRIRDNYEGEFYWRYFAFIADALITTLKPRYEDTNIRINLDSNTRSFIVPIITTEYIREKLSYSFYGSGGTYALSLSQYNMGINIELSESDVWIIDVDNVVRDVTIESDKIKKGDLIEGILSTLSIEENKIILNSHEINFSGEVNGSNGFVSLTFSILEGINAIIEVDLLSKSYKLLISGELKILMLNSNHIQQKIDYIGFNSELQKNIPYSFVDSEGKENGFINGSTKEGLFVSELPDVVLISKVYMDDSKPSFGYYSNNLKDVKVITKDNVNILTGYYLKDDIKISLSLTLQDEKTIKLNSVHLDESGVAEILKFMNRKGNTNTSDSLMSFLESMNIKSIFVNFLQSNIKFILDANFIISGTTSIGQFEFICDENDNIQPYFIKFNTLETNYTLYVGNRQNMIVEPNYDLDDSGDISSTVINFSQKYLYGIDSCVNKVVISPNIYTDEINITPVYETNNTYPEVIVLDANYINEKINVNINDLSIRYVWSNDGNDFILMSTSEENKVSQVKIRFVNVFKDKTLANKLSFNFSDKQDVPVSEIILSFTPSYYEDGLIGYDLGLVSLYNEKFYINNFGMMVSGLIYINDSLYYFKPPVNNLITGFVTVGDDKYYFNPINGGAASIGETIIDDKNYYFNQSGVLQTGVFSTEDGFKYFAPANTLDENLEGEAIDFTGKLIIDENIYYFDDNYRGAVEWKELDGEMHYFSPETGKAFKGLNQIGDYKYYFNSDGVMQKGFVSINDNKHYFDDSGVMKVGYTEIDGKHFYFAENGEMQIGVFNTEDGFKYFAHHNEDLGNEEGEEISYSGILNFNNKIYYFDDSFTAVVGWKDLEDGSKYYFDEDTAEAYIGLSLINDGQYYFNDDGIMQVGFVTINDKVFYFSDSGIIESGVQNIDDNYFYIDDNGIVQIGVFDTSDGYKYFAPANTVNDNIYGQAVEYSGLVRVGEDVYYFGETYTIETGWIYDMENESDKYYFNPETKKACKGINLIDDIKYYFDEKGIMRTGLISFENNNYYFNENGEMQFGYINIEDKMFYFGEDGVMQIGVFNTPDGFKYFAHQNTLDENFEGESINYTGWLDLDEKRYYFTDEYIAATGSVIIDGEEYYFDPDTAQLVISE
* marks the source's active call; other numbers are inactive results. This is a subset, so the mix of outcomes need not match the whole.

SMILES	TcdB GH inh
CC(C)C#Cc1cnc2c(c1)C(=O)N([C@@H](C)CO)C[C@@H](C)[C@H](CN(C)Cc1cncnc1)O2	1.0
C/C=C/c1ccc2c(c1)[C@H]1[C@H](CCN1C(=O)Cc1cccnc1)[C@H](CO)N2C	-0.2
Cc1ccc(S(=O)(=O)Nc2ccc3c(c2)C(=O)N([C@H](C)CO)C[C@@H](C)[C@H](CN(C)C(=O)Nc2ccccc2)OCCCC[C@@H](C)O3)cc1	1.4
CC(C)c1cn(CC[C@@H]2CC[C@@H](NC(=O)Nc3cc(Cl)cc(Cl)c3)[C@H](CO)O2)nn1	0.0
COc1ccccc1S(=O)(=O)N1C[C@H](O)COC[C@H]2O[C@@H](CC(=O)O)CC[C@@H]21	0.0
C[C@@H]1CCCCO[C@@H](CN(C)C(=O)NC2CCCCC2)[C@H](C)CN([C@@H](C)CO)C(=O)c2cc(NC(=O)Nc3ccc4c(c3)OCO4)ccc2O1	-0.4
COc1cccc(S(=O)(=O)Nc2ccc3c(c2)[C@H]2C[C@@H](CC(=O)O)O[C@H](CO)[C@H]2O3)c1	-3.5
C[C@@H]1CN([C@@H](C)CO)C(=O)c2cc(C#CCC3CCCC3)cnc2O[C@H]1CN(C)Cc1ccccn1	0.7
COCC(=O)Nc1ccc2c(c1)C(=O)N(C)C[C@H](OC)[C@@H](C)CN(C(=O)C1CCCC1)[C@@H](C)CO2	-5.1
C[C@H](CO)N1C[C@H](C)[C@@H](CN(C)C(=O)Nc2ccccc2)OCCCC[C@H](C)Oc2ccc(NC(=O)C3CCCCC3)cc2C1=O	0.5
COc1cccc(S(=O)(=O)N2CCCCN3[C@@H](CO)[C@@H](c4ccc(-c5cccnc5)cc4)[C@@H]3C2)c1	-1.7
CC(=O)N1[C@H](C(=O)N2CCc3ccccc3C2)[C@@H](CO)[C@@H]2Cn3c(cccc3=O)[C@@H]21	0.4

An excerpt of these results, with bars between the fields.
canonical_smiles | TcdB GH inh
COc1cccc(S(=O)(=O)Nc2ccc3c(c2)[C@H]2C[C@@H](CC(=O)O)O[C@H](CO)[C@H]2O3)c1 | -3.5
C[C@@H]1CN([C@@H](C)CO)C(=O)c2cc(C#CCC3CCCC3)cnc2O[C@H]1CN(C)Cc1ccccn1 | 0.7
COc1ccccc1S(=O)(=O)N1C[C@H](O)COC[C@H]2O[C@@H](CC(=O)O)CC[C@@H]21 | 0.0

As entered above:
COCC(=O)Nc1ccc2c(c1)C(=O)N(C)C[C@H](OC)[C@@H](C)CN(C(=O)C1CCCC1)[C@@H](C)CO2 | TcdB GH inh: -5.1
C/C=C/c1ccc2c(c1)[C@H]1[C@H](CCN1C(=O)Cc1cccnc1)[C@H](CO)N2C | TcdB GH inh: -0.2
C[C@H](CO)N1C[C@H](C)[C@@H](CN(C)C(=O)Nc2ccccc2)OCCCC[C@H](C)Oc2ccc(NC(=O)C3CCCCC3)cc2C1=O | TcdB GH inh: 0.5
C[C@@H]1CN([C@@H](C)CO)C(=O)c2cc(C#CCC3CCCC3)cnc2O[C@H]1CN(C)Cc1ccccn1 | TcdB GH inh: 0.7
COc1ccccc1S(=O)(=O)N1C[C@H](O)COC[C@H]2O[C@@H](CC(=O)O)CC[C@@H]21 | TcdB GH inh: 0.0

Further results:
SMILES	TcdB GH inh
O=C(CC1CC1)N1CC(=O)N2[C@H](CO)[C@@H](c3ccc(C#Cc4cccc(F)c4)cc3)[C@H]2C1	1.2
O=C(C[C@H]1C=C[C@@H](NC(=O)Nc2ccc(C(F)(F)F)cc2)[C@H](CO)O1)NCc1cc(F)cc(F)c1	-0.4
O=C(c1ccccc1)N1Cc2ccccc2[C@H]2OC(c3ccc(OCCCO)cc3)=N[C@@]2(CCS(=O)(=O)c2ccccc2)C1=O	-1.4
O=C(c1cccnc1)N1CC2(C1)[C@H](c1ccccc1)[C@@H](CO)N2Cc1cccnc1	-0.2
C[C@@H]1CN([C@@H](C)CO)S(=O)(=O)c2ccc(C3=CCCCC3)cc2O[C@@H]1CN(C)C(=O)Cc1ccncc1	-0.5
C[C@@H]1CN([C@H](C)CO)S(=O)(=O)c2ccc(-c3ccccc3)cc2O[C@H]1CN(C)C	-0.4
CCC(=O)Nc1ccc2c(c1)C(=O)N(C)C[C@H](OC)[C@@H](C)CN(C(=O)c1cccnc1)[C@@H](C)CO2	-1.2
C[C@H](CO)N1C[C@H](C)[C@H](CN(C)S(=O)(=O)c2ccc(F)cc2)Oc2c(NC(=O)Nc3cccc4ccccc34)cccc2C1=O	-0.1
COc1ccc(NC(=O)Nc2ccc3c(c2)[C@H]2C[C@H](CC(=O)NCc4ccncc4)O[C@@H](CO)[C@H]2O3)cc1	-0.2
C[C@@H]1CN([C@H](C)CO)C(=O)c2cc(NC(=O)c3ccccc3)ccc2O[C@@H](C)CCCCO[C@H]1CN(C)C(=O)Cc1ccccc1	-2.0
C[C@H](CO)N1C[C@H](C)[C@H](CN(C)CC2CCCCC2)Oc2c(NS(=O)(=O)c3ccccc3)cccc2C1=O	-0.8
O=C(CC1CC1)N1[C@@H](CO)[C@H](c2ccccc2)C12CN(S(=O)(=O)c1ccccc1)C2	-0.1
CC(C)NC(=O)Nc1ccc2c(c1)C(=O)N([C@@H](C)CO)C[C@H](C)[C@H](CN(C)C(=O)c1ccncc1)OCCCC[C@H](C)O2	-4.7
Cc1noc(C)c1NC(=O)Nc1ccc2c(c1)CC(=O)N([C@@H](C)CO)C[C@@H](C)[C@@H](CN(C)S(=O)(=O)c1c(C)noc1C)O2	1.0
C[C@@H]1CN([C@@H](C)CO)C(=O)c2cc(NC(=O)C3CCCCC3)ccc2O[C@@H]1CN(C)C(=O)Nc1cccc2ccccc12	-6.5
CCCN(C)C[C@H]1Oc2ncc(C#CCOC)cc2C(=O)N([C@@H](C)CO)C[C@H]1C	-0.9
CCCNC(=O)C[C@H]1CC[C@H]2[C@H](COc3ccc(NC(=O)CC)cc3C(=O)N2C)O1	-4.0
C[C@H](CO)N1C[C@H](C)[C@H](CN(C)Cc2ccncc2)Oc2ccc(NS(=O)(=O)c3cn(C)cn3)cc2CC1=O	-0.7
C[C@H]1CN([C@@H](C)CO)C(=O)c2cccc(NC(=O)Nc3ccc(F)cc3)c2O[C@H]1CN(C)Cc1ccc(C(F)(F)F)cc1	0.5
C[C@H](CO)N1C[C@H](C)[C@@H](CN(C)S(=O)(=O)c2ccc(Cl)cc2)Oc2c(NS(=O)(=O)c3ccccc3)cccc2C1=O	-1.3
CN(C)C(=O)c1ccc(-c2ccccc2[C@H]2[C@@H](C#N)N(C(=O)C3CCCCC3)[C@@H]2CO)cc1	-0.1
Cc1noc(C)c1S(=O)(=O)Nc1ccc2c(c1)C(=O)N([C@H](C)CO)C[C@H](C)[C@H](CN(C)Cc1ccc(Oc3ccccc3)cc1)O2	-1.4
C[C@@H]1CCCCO[C@@H](CN(C)Cc2ccncc2)[C@H](C)CN([C@H](C)CO)C(=O)c2cc(N(C)C)ccc2O1	-10.3
CCc1cnc(N2[C@H](C#N)[C@H](c3ccc(C4=CCCC4)cc3)[C@H]2CO)s1	-0.7
COc1ccc2c3c([nH]c2c1)[C@H](CO)N(C(C)=O)CC31CCN(S(=O)(=O)c2ccccc2)CC1	1.6
CC(C)NC(=O)Nc1ccc2c(c1)C(=O)N([C@H](C)CO)C[C@@H](C)[C@H](CN(C)Cc1ccc(C(F)(F)F)cc1)OCCCC[C@H](C)O2	1.0
Cc1ccccc1NC(=O)Nc1ccc2c(c1)C(=O)N(C)[C@@H]1CC[C@@H](CC(=O)NCC3CC3)O[C@H]1CO2	1.2
Cc1noc(C)c1NC(=O)Nc1ccc2c(c1)C(=O)N([C@@H](C)CO)C[C@H](C)[C@@H](CN(C)CC1CCCCC1)OCCCC[C@H](C)O2	-0.2
Cc1ccc(S(=O)(=O)Nc2cccc3c2O[C@@H](CN(C)S(=O)(=O)c2cn(C)cn2)[C@@H](C)CN([C@H](C)CO)C3=O)cc1	0.5
C[C@@H]1CN([C@@H](C)CO)C(=O)c2cccc(NC(=O)c3nc4ccccc4s3)c2O[C@H]1CN(C)C(=O)Nc1ccccc1	-7.6
C[C@H]1CN([C@@H](C)CO)S(=O)(=O)c2ccc(/C=C/c3ccccc3)cc2O[C@@H]1CN(C)C(=O)CN1CCOCC1	0.9
CCCC(=O)Nc1ccc2c(c1)C(=O)N(C)C[C@H](OC)[C@@H](C)CN(C(=O)c1ccccc1F)[C@H](C)CO2	0.4
COc1ccc(-c2cnc3c(c2)C(=O)N([C@H](C)CO)C[C@H](C)[C@H](CN(C)Cc2ccc4c(c2)OCO4)O3)cc1	0.8
CO[C@@H](CN(C)Cc1nccs1)[C@@H](C)CN([C@H](C)CO)S(=O)(=O)c1ccc(F)cc1	1.1
CN1C(=O)c2cc(NS(=O)(=O)c3ccc(F)cc3)ccc2OC[C@@H]2O[C@@H](CC(=O)O)CC[C@H]21	1.2
C[C@H](CO)N1C[C@H](C)[C@H](CN(C)Cc2cccnc2)Oc2ncc(C#CC3(O)CCCC3)cc2C1=O	-5.9
C[C@H](CO)N1C[C@H](C)[C@H](CN(C)Cc2ccc(C(F)(F)F)cc2)Oc2ccc(NC(=O)Nc3ccc4c(c3)OCO4)cc2CC1=O	-0.7
CN(Cc1ccccc1)CC1CC(c2ccccc2)OC(c2ccc(NC(=O)CCCCCCC(=O)O)cc2)O1 (configuration not stated)	0.2
O=C(C[C@H]1CC[C@@H](NC(=O)c2ccccn2)[C@H](CO)O1)NCc1cccc(F)c1	-0.6
CO[C@H]1CN(C)C(=O)c2cc(NS(=O)(=O)CC(F)(F)F)ccc2OC[C@H](C)N(C(=O)c2ccc3c(c2)OCO3)C[C@@H]1C	0.1
O=C(NN=Cc1ccco1)C(=O)Nc1ccc(Cl)c([N+](=O)[O-])c1	0.6
CC(C)(C)[S@](=O)N1Cc2cc(C(=O)NCCN3CCCC3)nc(-c3cccc(-c4ccc(C#N)cc4)c3)c2[C@@H]1CCO	-0.3
COc1ccc(-c2ccccc2[C@H]2[C@@H](C#N)N(C(=O)NC(C)C)[C@H]2CO)cc1	1.8
C[C@H]1CCCCO[C@@H](CN(C)C(=O)Nc2ccc3c(c2)OCO3)[C@@H](C)CN([C@@H](C)CO)C(=O)c2cc(NC(=O)Nc3ccc(F)cc3)ccc2O1	-0.5
C[C@@H](O)C#Cc1ccc([C@H]2[C@@H](CO)N3CCCCN(C(=O)c4ccc5c(c4)OCO5)C[C@@H]23)cc1	1.8
C[C@@H]1CN([C@H](C)CO)C(=O)c2cccc(NC(=O)Nc3ccc(F)cc3)c2O[C@@H]1CN(C)C(=O)NC1CCCCC1	1.2
CCc1csc(N2[C@H](CO)[C@@H](c3ccc(-c4ccc(F)cc4)cc3)[C@@H]2C#N)n1	0.0
COc1ccccc1C(=O)Nc1ccc2c(c1)C(=O)N(C)C[C@@H](OC)[C@H](C)CN(C(C)=O)[C@H](C)CO2	-0.6
Cc1noc(C)c1NC(=O)N(C)C[C@H]1OCCCC[C@@H](C)Oc2ccc(NC(=O)Cc3ccccc3)cc2C(=O)N([C@@H](C)CO)C[C@@H]1C	-0.7
COc1cccc(C#Cc2ccc([C@@H]3[C@@H](CO)N4C(=O)CN(C(=O)Cc5cccnc5)C[C@@H]34)cc2)c1	-0.6
COc1ccc(NC(=O)N(C)C[C@H]2OCCCC[C@H](C)Oc3ccc(NC(=O)CCCN(C)C)cc3C(=O)N([C@@H](C)CO)C[C@@H]2C)cc1	1.9
COc1ccc(S(=O)(=O)Nc2ccc3c(c2)C(=O)N([C@@H](C)CO)C[C@H](C)[C@H](CN(C)Cc2ccncc2)OCCCC[C@H](C)O3)cc1	-0.2
Fc1cccc(CN2C[C@@H]3N[C@H](C2)[C@@H]3c2ccc(-c3cccc(F)c3)cc2)c1	1.0
C[C@@H]1CN([C@@H](C)CO)C(=O)Cc2cc(NC(=O)Cc3ccccc3)ccc2O[C@@H]1CN(C)C(=O)NC1CCCCC1	0.3
CCC(=O)N(C)C[C@@H]1Oc2ncc(-c3ccc(C#N)cc3)cc2C(=O)N([C@@H](C)CO)C[C@H]1C	1.4
CC(=O)C1=C(C)OC2=C(C(=O)CCC2)[C@@]12C(=O)N(C)c1ccccc12	-0.3
O=C(C[C@@H]1CC[C@H](NC(=O)c2cccnc2)[C@@H](CO)O1)NCCN1CCCCC1	-0.4
Cc1ccc(S(=O)(=O)Nc2ccc3c(c2)C(=O)N([C@H](C)CO)C[C@H](C)[C@H](CN(C)S(C)(=O)=O)O3)cc1	-0.7
C[C@@H]1CN([C@@H](C)CO)C(=O)c2cc(NC(=O)Cc3ccccc3)ccc2O[C@@H]1CN(C)S(=O)(=O)c1ccc(F)cc1	0.2
CC(C(=O)NCc1ccccc1)n1c(Cc2cc(F)cc(F)c2)nc2ccccc21 (configuration not stated)	0.7

More results follow:
SMILES	TcdB GH inh
C[C@H](CO)N1C[C@H](C)[C@@H](CN(C)Cc2ccc(Cl)c(Cl)c2)Oc2c(NC(=O)Nc3cccc4ccccc34)cccc2C1=O	2.2
O=C1O[C@H](c2ccccc2)[C@H](c2ccccc2)N2[C@H]1[C@@H](C(=O)N1CCCCCCC1)[C@]1(C(=O)Nc3ccc(C#CC4(O)CCCCCC4)cc31)[C@H]2c1ccccc1OCCO	-3.1
O=C(c1ccccn1)N1CC[C@@H]2[C@@H](CO)Nc3ccc(-c4ccccc4)cc3[C@@H]21	1.2
COc1cccc(-c2ccc3c(c2)C2c4cnnn4-c4ccccc4C(=O)N2CC3)c1 (configuration not stated)	0.7
C[C@H]1CN([C@@H](C)CO)C(=O)Cc2cc(NC(=O)NC3CCCCC3)ccc2O[C@H]1CN(C)Cc1ccc(-c2ccccc2)cc1	0.0
O=C(Nc1ccccc1)N1CCCCN2[C@H](CO)[C@H](c3ccc(-c4ccccc4)cc3)[C@@H]2C1	-0.2
COC(=O)[C@@H]1[C@@H](CO)[C@@H]2Cn3c(ccc(-c4ccccc4F)c3=O)[C@@H]2N1C(=O)CC1CC1	-0.4

Among those listed so far, 4 contain a COOH group.
SMILES	TcdB GH inh
COc1ccccc1S(=O)(=O)N1C[C@H](O)COC[C@H]2O[C@@H](CC(=O)O)CC[C@@H]21	0.0
COc1cccc(S(=O)(=O)Nc2ccc3c(c2)[C@H]2C[C@@H](CC(=O)O)O[C@H](CO)[C@H]2O3)c1	-3.5
CN1C(=O)c2cc(NS(=O)(=O)c3ccc(F)cc3)ccc2OC[C@@H]2O[C@@H](CC(=O)O)CC[C@H]21	1.2
CN(Cc1ccccc1)CC1CC(c2ccccc2)OC(c2ccc(NC(=O)CCCCCCC(=O)O)cc2)O1 (configuration not stated)	0.2

High-throughput results from PubChem BioAssay.
